Screens from PubChem.
F-actin modifier: modifiers of F-actin cytoskeleton organization, primary screen, imaging, HUVEC, phalloidin staining, high-content imaging. HUVEC TNFa F-actin phalloidin imaging. inhibition, % at 2 µM. actives 0.18% (n = 91,000). AID 836, 2007;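 active = inhibition above the batch mean plus 3 SD and confirmed as a hit by visual image inspection, cut at about 30% in these data, passing the limit was not always enough; inconclusive = above the inhibition threshold but rejected on visual inspection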; also: strong numbers were not always called active
PTK2B oligo ant: antagonists of Pyk2 self-association, primary screen, Q293 cells, FERM NanoBiT luminescence, HTS; actives 0.83% (n = 99,000); hits give low values; z-score (the deposit names both 25 µM and 10 µM);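 active = Z-score of -3 or lower, scaled per plate to the spread of control and sample wells; inactive = z-score above -3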;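 also: negative z-score means lost luminescence so less FERM oligomerization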
IL1B cytotox: cytotoxicity in IL-1B stimulated HUVEC, primary screen, cytotoxicity control for IL-1B NFkB translocation project, imaging, Hoechst nuclear count, IL-1B stimulus | actives 0.41% (n = 94,000) | cell count reduction, % at 2 µM | AID 845, 2007 | HUVEC cell count loss;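 active = cell count reduction more than 3 SD above the screen-wide mean, cut at about 70% in these data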;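 also: normalized per plate to untreated control cells as the no-loss baseline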
H69AR inhibit: proliferation blockers of H69AR lung cancer cells, primary screen, cell-based, human, 86K library. H69AR lung tumor viability, ATP luminescence, 72 h; hits give low values. AID 598, 2007. actives 6% (n = 85,000). viability, % at 10 µM;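 active = viability at or below 40%; inactive = viability above 40%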;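 also: multidrug resistant small cell line overexpressing MRP-1 efflux transporter; 100% = mean luminescence of untreated control wells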
VCAM1 TNFa inh: inhibitors of TNFa-induced VCAM1 expression, primary screen, imaging, HUVEC, TNFa stimulus, immunofluorescence | inhibition, % at 2 µM | HUVEC TNFa-induced VCAM-1 immunofluorescence, high-content imaging | actives 0.48% (n = 95,000) | AID 802, 2007;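 active = inhibition above the batch mean plus 3 SD, with images confirmed as a hit by eye, cut at about 37% in these data; inconclusive = inhibition above that limit but hit not confirmed in images; inactive = inhibition not above that limit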;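 also: 0% = TNF-stimulated DMSO wells and 100% = unstimulated control wells; not every result past the cut was called active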
Fibroblast inh: antiproliferative effect on LL 47 fibroblasts – human, LL 47 cells, CellTiter-Glo luminescence, primary screen | actives 1.1% (n = 85,000) | LL 47 human lung fibroblast viability, ATP luminescence; hits give low values | viability, % at 10 µM;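 active = viability at or below 50% in the single dose screen; inactive = viability above 50%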;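 also: compound exposure lasted 72 h before the ATP readout; 100% = median luminescence of untreated cell-only wells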
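material = human LL 47 lung fibroblast cells | dosing = compounds added from tenfold dosing solution, 0.1% DMSO final | timing = overnight cell rest, 72 h compound treatment at 37 °C | measured by = CellTiter-Glo luminescence measuring cellular ATP | evaluation = % viability versus median cells-only luminescence | control set = cell-only wells, no compound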
HUVEC tox TNFa: cytotoxicity in TNFa-stimulated HUVEC, primary screen, cytotoxicity control for VCAM1 expression modulator project, imaging, Hoechst nuclei count | HUVEC TNFalpha-stimulated, Hoechst cell count | cell count reduction, % at 2 µM | actives 0.17% (n = 93,000) | AID 848, 2007;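 active = cell count reduction exceeding the screen mean by over 5 SD, scaled to untreated wells per plate, cut at about 78% in these data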;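 also: cells counted after 24 h of TNF alpha exposure following the 1 h pretreatment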
Smad3 inh: Smad3/FoxH1 peptide binding inhibitors, primary screen, biochemical, TR-FRET | Mothers against decapentaplegic homolog 3 (Homo sapiens), P84022 | TR-FRET Smad3/Dy647-FoxH1 peptide binding, europium anti-His | inhibition, % at 25 µM | actives 0.29% (n = 88,000);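 active = compounds that reduce the energy-transfer binding signal between the protein and its labelled peptide by more than half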;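 also: 0% = Smad3 plus labelled peptide maximal FRET and 100% = peptide-only background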
Target sequence (P84022 whole entry, looked up): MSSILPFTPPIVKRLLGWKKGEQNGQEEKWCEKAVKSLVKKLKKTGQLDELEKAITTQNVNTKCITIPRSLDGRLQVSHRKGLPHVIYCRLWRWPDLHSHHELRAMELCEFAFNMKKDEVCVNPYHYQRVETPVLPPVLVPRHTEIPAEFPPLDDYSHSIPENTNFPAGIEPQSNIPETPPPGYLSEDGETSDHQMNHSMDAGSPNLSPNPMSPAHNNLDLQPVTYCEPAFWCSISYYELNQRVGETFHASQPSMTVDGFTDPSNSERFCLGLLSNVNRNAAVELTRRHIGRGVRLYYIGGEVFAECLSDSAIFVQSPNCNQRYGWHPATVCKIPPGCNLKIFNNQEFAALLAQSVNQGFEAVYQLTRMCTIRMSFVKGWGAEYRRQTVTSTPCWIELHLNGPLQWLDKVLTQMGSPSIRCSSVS
HUVEC inhibit: inhibitors of HUVEC proliferation, primary screen, cell-based, 384-well; CellTiter-Glo luminescence, 72 h; hits give low values; viability, % at 10 µM (by protocol); actives 1.1% (n = 86,000); AID 648, 2007;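 active = viability at or below 30%; inactive = viability above 30%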;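 also: 100% = median luminescence of DMSO-only cell control wells on each plate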
The depositor's hits bear a star; ? = inconclusive; / = not tested or not shown; [ ] = dose if it differs, or a comment. The list is partial, so the mix of outcomes need not match the whole.

Order of values – PTK2B oligo ant | H69AR inhibit | HUVEC inhibit | Smad3 inh | IL1B cytotox | Fibroblast inh | F-actin modifier | VCAM1 TNFa inh | HUVEC tox TNFa
CCN(CC)C(=O)C(=O)Nc1cc(C(F)(F)F)ccc1Cl
→ 0.61 | 93 | 104 | 1 | -7 | 102 | / | 4 | -24
Cc1cc(C)nc(NCC(O)COc2ccccc2C)n1 (stereo not drawn)
→ -0.56 | 94 | 82 | -4 | 31 | 107 | -20 | 9 | -7
CCC1(CC)C(=O)C(C)(C)C(=O)OC1c1ccccn1 (stereo not drawn)
→ 0.9 | 93 | 99 | 8 | -21 | 92 | -5 | 26 | -12
CCOc1ccc(Br)cc1-c1noc(-c2cccs2)n1
→ -0.85 | 81 | 68 | -4 | 27 | 86 | 5 | 2 | -10
CCOC(=O)c1cc(-c2ccc(C)o2)nn1CCC#N
→ 0.94 | 90 | 105 | 12[fluorescence artefact?] | / | 93 | / | / | /
O=C(CSc1ncnc2c1nnn2-c1ccc(F)cc1)NCc1ccco1
→ 0.84 | 81 | 91 | -2 | -18 | 98 | -15 | 11 | 5
CN(C)CCCCCNCCCNC(=O)/C=N\O
→ -0.19 | 91 | 83 | 14 | -15 | 100 | -1 | 12 | -55
CCOc1cc2c(cc1OCC)C(C(=O)O)C(c1ccc(OC)c(O)c1)N(C)C2=O (stereo not drawn)
→ -0.65 | 97 | 91 | -5 | -12 | 107 | -3 | 6 | -29
CCC(C(=O)Nc1nc(C)cs1)c1ccccc1 (stereo not drawn)
→ -1.2 | 84 | 103 | -3 | 2 | 97 | 6 | 0 | -11
O=C(CN1CCN(c2ccccn2)CC1)N1c2ccccc2CCc2ccccc21
→ -0.71 | 68 | 95 | 1 | -26 | 106 | -14 | 10 | 0
Cc1cc2cc(CN(CC3CCCO3)C(=O)c3cnccn3)c(=O)[nH]c2cc1C (stereo not drawn)
→ -0.11 | 94 | 95 | 1 | 9 | 95 | -8 | 2 | 0
CCCCOc1ccccc1C1NC(=O)NC(C)=C1C(=O)OCCOCC (stereo not drawn)
→ -0.79 | 88 | 106 | 9 | -22 | 95 | 11 | 7 | -41
OC(COc1ccc2c(c1)CCC2)CN1CCN(c2ccccc2F)CC1 (stereo not drawn)
→ -0.93 | 100 | 79 | -4 | -18 | 99 | / | / | /
O=C(N[C@@H](Cc1ccccc1)C(=O)O)c1cccnc1
→ / | 96 | 91 | -4 | -27 | 103 | 15 | 8 | -32
CC1(C)Oc2ccc3ccc(=O)oc3c2/C(=C/NCCO)C1=O
→ 0.05 | 88 | 102 | 16[fluorescence artefact?] | -14 | 106 | -71 | 3 | -24
COc1ccc(Nc2nc(OC)nc(N3CCN(c4ccc(OC)cc4)CC3)n2)cc1
→ -1.4 | 88 | 88 | -4 | -24 | 93 | 11 | -3 | -38
O=S(=O)(N[C@@H]1C[C@H]2CC[C@@H]1C2)c1cccs1
→ 0.05 | 101 | 105 | 1 | / | 103 | -16 | 2 | 0
Cc1ccc(S(=O)(=O)N(C)CC(=O)Nc2ccccc2)cc1
→ 1.2 | 88 | 92 | -4 | -93 | 102 | -9 | -2 | 9
O=C(c1cnc(-c2ccc(Cl)cc2)s1)c1ccc(Cl)cc1Cl
→ 0.48 | / | / | / | -3 | / | 11 | -4 | 9
Cn1c(=O)c2c(nc(CN3CCC(C(N)=O)CC3)n2CCCc2ccccc2)n(C)c1=O
→ 1.4 | 88 | 97 | -8 | 1 | 99 | 10 | 14 | -18
Brc1ccc(NCc2nnc3n2CCCCC3)cc1
→ 0.32 | 119 | 99 | 4 | 8 | 107 | -12 | 8 | -12
COc1cccc(NC(=O)N2CCCC2C(=O)NCC(C)C)c1 (stereo not drawn)
→ 1.1 | 94 | 87 | 11 | 5 | 95 | 4 | 4 | -26
Cc1cc(N2CCN(c3ccccc3)CC2)nc(-c2ccccc2)n1
→ -0.38 | 88 | 109 | -7 | 8 | 102 | -27 | -18 | 7
CCSc1nnc(NC(=O)CSc2nc3c(cc2C#N)CCCC3)s1
→ -3.2* | / | / | / | -10 | / | -16 | -13 | 11
CC(C)CCNC(=O)C(c1ccco1)N(CC1CCCO1)C(=O)Cn1nnc2ccccc21 (stereo not drawn)
→ 0.2 | 97 | 102 | 0 | -7 | 104 | -17 | 6 | 6
NC(=O)c1csc(-c2ccncc2)n1
→ 0.64 | / | / | / | 33 | / | 5 | 2 | -22
COCCn1c(SCC(=O)Nc2ccc(S(=O)(=O)N(C)C)cc2)nc2ccccc21
→ -0.06 | 35* | 102 | -33 | 6 | 97 | / | -25 | -16
CC1CCCCN1C(=O)c1cnn2c(C(F)(F)F)cc(-c3ccco3)nc12 (stereo not drawn)
→ 0.72 | 71 | 104 | 14 | 24 | 101 | -28 | -12 | 0
CCOc1ccc(/C=C/C(=O)c2c(O)c3ccccc3oc2=O)cc1
→ 0.38 | / | / | / | 6 | / | 19 | 6 | -48
Nc1ccc(Nc2ccccc2)cc1
→ -1.1 | 15* | 83 | 11 | -19 | 85 | -5 | 4 | -2
O=C1NC(=O)C2C1C(c1ccccc1)N1C3C(=O)NC(=O)C3C(c3ccccc3)N21 (stereo not drawn)
→ -0.63 | 101 | 105 | -3 | -10 | 112 | -4 | 18 | -8
Cc1ccc(N2C(=O)c3cccc4c(N5CCN(C)CC5)ccc(c34)C2=O)c2cccnc12
→ / | 46 | 80 | 5 | -5 | 80 | 0 | -12 | -11
CCc1cc(=O)n2[nH]c(C)c(-c3ccccc3OC)c2n1
→ / | 89 | 97 | 5 | -3 | 104 | -7 | 11 | -3
CC(C)c1nnc(NC(=O)c2ccc(S(=O)(=O)N3CCOCC3)cc2)s1
→ / | 85 | 91 | -2 | / | 93 | / | / | /
CCCOC(=O)NC(CC)COC(=O)Nc1cccc(C)c1C (stereo not drawn)
→ 0.49 | / | / | / | 8 | / | ? | 36 | -13
CCOC(=O)Cc1csc(N/N=C/c2ccc(C(F)(F)F)cc2)n1
→ / | / | / | / | -101 | / | 0 | -7 | -37
CC1(C)CC(=O)C(C=Nc2cccnc2)=C(O)C1
→ 0.42 | / | / | / | -16 | / | 12 | 6 | -24
COc1cc(CNCCN2CCOCC2)ccc1OCc1ccccc1Cl
→ -0.67 | / | / | / | 0 | / | -14 | 0 | -5
CC(=O)c1cc(F)c(N2CCN(CCC#N)CC2)cc1C
→ 0.6 | 95 | 93 | -1 | -5 | 96 | -14 | 11 | -5
Cn1nc(C(=O)Nc2cccc(C(F)(F)F)c2)ccc1=O
→ -0.49 | 97 | 88 | -5 | -18 | 101 | -3 | 32 | -18

Another view of 2 compounds above.
CC(C)c1nnc(NC(=O)c2ccc(S(=O)(=O)N3CCOCC3)cc2)s1
- PTK2B oligo ant: /
- H69AR inhibit: 85
- HUVEC inhibit: 91
- Smad3 inh: -2
- IL1B cytotox: /
- Fibroblast inh: 93
- F-actin modifier: /
- VCAM1 TNFa inh: /
- HUVEC tox TNFa: /

Cc1ccc(N2C(=O)c3cccc4c(N5CCN(C)CC5)ccc(c34)C2=O)c2cccnc12
- PTK2B oligo ant: /
- H69AR inhibit: 46
- HUVEC inhibit: 80
- Smad3 inh: 5
- IL1B cytotox: -5
- Fibroblast inh: 80
- F-actin modifier: 0
- VCAM1 TNFa inh: -12
- HUVEC tox TNFa: -11

(continued)
Order of values – PTK2B oligo ant | H69AR inhibit | HUVEC inhibit | Smad3 inh | IL1B cytotox | Fibroblast inh | F-actin modifier | VCAM1 TNFa inh | HUVEC tox TNFa
Cc1cc(C)c[n+](CC(=O)c2cc3ccccc3oc2=O)c1
→ 0.24 | / | / | / | -84 | / | -11 | 8 | -6
Cc1ccccc1C(=O)N=c1c(C#N)cc2c(=O)n3cccc(C)c3nc2n1Cc1ccco1
→ / | 41 | 89 | -4 | -2 | 100 | -2 | 10 | 0
Cc1[nH]nc2c1C(c1cccc(OC(=O)N3CCOCC3)c1)C(C#N)=C(N)O2 (stereo not drawn)
→ 1.4 | 89 | 105 | 0[fluorescence artefact?] | -52 | 101 | 12 | 7 | -16
COc1cc(NC(=O)c2noc3c2CCCC3)c(OC)cc1Cl
→ 0.35 | 61 | 86 | 5 | / | 91 | / | / | /
COc1ccc(OC)c(NC(=O)CSc2nnc(C3CCCCC3)n2-c2ccccc2)c1
→ -0.35 | 45 | 86 | 0 | -18 | 92 | 14 | 4 | -11
CN(NC(=O)Nc1ccc(Cl)cc1)c1ncc(C(F)(F)F)cc1Cl
→ -0.68 | / | / | / | -20 | / | -16 | -2 | -6
O=C(c1ccccc1)c1sc(N2CCCCCC2)nc1-c1ccccc1
→ 0.02 | / | / | / | -88 | / | -6 | 12 | 10
CC(=O)c1cccc(NC(=O)C=C(C)C)c1
→ 0.13 | 94 | 92 | -1 | 4 | 114 | 6 | -2 | -17
Cc1nnc(C)n1/N=C/c1ccccc1
→ 0.03 | 108 | 87 | -2 | -19 | 100 | 8 | -3 | 6
O=C(CC(=O)N/N=C\c1c(Cl)cccc1Cl)NCc1ccccc1
→ 0.13 | / | / | / | 5 | / | -10 | -35 | /
CCOc1ccc(NC(=O)c2ccco2)cc1
→ -0.56 | 88 | 87 | -1 | -9 | 93 | 2 | 6 | -24
CN1CCN(c2nc(-c3cccs3)cc(C(F)(F)F)n2)CC1
→ -0.67 | 79 | 73 | 5 | 8 | 96 | 1 | 20 | -22
COC(=O)c1ccccc1NC(=O)CSc1nc(-c2ccco2)cc(C(F)(F)F)n1
→ -1.5 | 24* | 61 | -5 | / | 62 | / | / | /
CCOC(=O)Cn1c(=O)c2c(nc(N3CCCCC3)n2C)n(C)c1=O
→ -0.5 | 64 | 98 | -2 | 52 | / | 21 | -1 | -13
CNC(=O)C(Sc1ccccc1)c1ccccc1 (stereo not drawn)
→ 1.8 | 92 | 97 | -7 | / | 98 | / | / | /
CCc1nnc(NC(=O)C2CCN(c3cnccn3)CC2)s1
→ 0.4 | 79 | 91 | 1 | 6 | 101 | 18 | -1 | -20
Cc1ccc2c(c1)-c1c(ssc1=S)C(C)(C)N2C(=O)CN1C(=O)c2ccccc2C1=O
→ -1.8 | / | / | / | 41 | / | -39 | -19 | 18
CCC(C)NC(=O)C1c2ccccc2C(=O)N(c2ccc(OC)cc2)C1c1ccc(OC)cc1 (stereo not drawn)
→ -0.87 | 77 | 81 | 16 | -11 | 82 | 11 | -9 | -23
COc1ccc(N2C(=O)C3CCCN3C2c2cccc(F)c2)cc1Cl (stereo not drawn)
→ -0.52 | 79 | 97 | -1 | 2 | 102 | 2 | 16 | -37
CCCCN(C(=O)Cc1cccs1)c1nnc(-c2cccnc2)s1
→ -0.06 | 98 | 117 | 14 | -43 | 104 | -35 | -6 | -4
Nc1nonc1-c1nc2ccccc2n1CC(=O)N1CCN(c2ccc(F)cc2)CC1
→ 0.46 | 72 | 82 | 2 | -19 | 87 | -11 | 1 | -23
COc1ccc(/C(N)=N/OC(=O)Cc2ccc(OC)c(OC)c2)cc1
→ -2 | / | / | / | -83 | / | 2 | -22 | -34
CCCCn1c(-c2nn(C)c(C)c2Cl)n[nH]c1=S
→ 0.4 | 98 | 99 | -6 | -6 | 96 | -1 | -16 | 4
